MEX-5 binding: C. elegans MEX-5 TCR-2 RNA binding activity; activity score (negative = inhibition of binding), % at 10 µM; 300,000 compounds, 0.38% hits; MEX-5/FITC-TCR2 RNA binding, fluorescence polarization; stronger effect = lower value; AID 1832;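 active = inhibition past about -25% in most replicates, and total fluorescence under double the plate's negative control median, limit read from the data; inconclusive = replicates evenly split on the limit, or fluorescence at least double controls; inactive = too little inhibition in most replicates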;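 also: 0% = DMSO and -100% = 5 µM competing unlabeled TCR2 RNA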
GRK2 aptamer HTS: blocks RNA aptamer binding to human GRK2; P25098; bead flow cytometry, FAM-aptamer displacement from GRK2; inhibition of aptamer binding, % at 10 µM; 330,000 compounds, 0.59% hits; AID 488847;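 active = inhibition of aptamer binding above 40%, roughly 3 SD of noise, on plates passing a quality check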;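 also: median bead fluorescence of bound FAM aptamer so fluorescent compounds give negative values; no value below 0 was filed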
Efflux pump inh: antifungal efflux pump inhibition, Nile Red retention. inhibition, % at 10 µM. 330,000 compounds, 0.44% hits. S. cerevisiae Candida pump triplex;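 active = plate passing quality check with inhibition over a set limit, or well fluorescence over plate mean plus 4 SD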;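 also: Nile Red retained in pooled yeast measured as flow cytometry median fluorescence; 0% = buffer negative control and 100% = Enniatin B positive control; higher means more Nile Red kept so more efflux inhibition; some compounds called inactive have numbers as strong as hits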
Fam108B inh: Fam108B inhibition, counter-screen for RBBP9 inhibitors | 300,000 compounds, 0.33% hits | recombinant Fam108B, FP-Rh probe fluorescence polarization | inhibition, % at 9.51 µM;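 active = inhibition above the screen mean inhibition plus 3 SD, computed separately per campaign, cut at about 18% in these data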;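 also: inhibitors lower polarization as less probe binds the enzyme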
MCL1-BIM inh: MCL1-BIM-BH3 interaction inhibition (human); Q07820; GST-MCL1 / FITC-Bim-BH3 fluorescence polarization; inhibition, % at 10.9 µM; 320,000 compounds, 0.68% hits; AID 2057;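 active = inhibition above the mean inhibition of all tested compounds plus 3 SD, set per campaign, cut at about 40% in these data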;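 also: 0% = DMSO wells and 100% = unlabeled Bim-BH3 peptide control; higher means more loss of mP so more displacement of Bim peptide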
PME-1 primary: blocks human protein phosphatase methylesterase 1. Q9Y570. recombinant PME-1, FP-Rh probe fluorescence polarization. inhibition, % at 5.9 µM. 320,000 compounds, 0.53% hits;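 active = inhibition above the campaign mean of all compounds plus 3 SD, cut at about 26% in these data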;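 also: competitive labeling of PME-1 active site by serine hydrolase directed probe; 0% = PME-1 with DMSO and 100% = wells lacking PME-1 enzyme; inhibitors block probe labeling so polarization falls and inhibition rises; many of its hits are not listed in these tables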
VLA-4 inh: inhibition in a human VLA-4 binding assay; VLA-4 expressing cells, ligand binding flow cytometry; inhibition, % (about 7 µM as worked out from the volumes in the protocol); 330,000 compounds, 0.2% hits; in the data active = inhibition above about 50%
GLD-1 RNA inh: GLD-1-TGE RNA interaction inhibition (C. elegans); Q17339; purified GLD-1 + fluorescein TGE RNA, fluorescence polarization; 320,000 compounds, 0.44% hits; inhibition, % at 5.96 µM;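 active = percent inhibition above a per-plate cutoff, the plate mean of test compounds plus 3 SD, cut at about 30% in these data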;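 also: 0% = DMSO wells with GLD-1 and probe and 100% = wells lacking GLD-1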
Bcl-xL primary: blocks human Bcl-xL binding to Bim BH3 peptide | inhibition, % at 10.9 µM | 320,000 compounds, 0.7% hits | GST-Bcl-xL / FITC-Bim BH3 peptide fluorescence polarization | AID 2129 | Q07817;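 active = inhibition above the mean of all tested compounds plus 3 SD, cutoff set per campaign, cut at about 30% in these data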;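 also: 0% = DMSO wells and 100% = unlabeled Bim-BH3 peptide competitor; inhibitors lower millipolarization by displacing the labeled peptide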
* marks the source's active call; other numbers are inactive results; ? = inconclusive; nt = no result given. The list is partial; rates above refer to the full screens.

SMILES	MEX-5 binding	GRK2 aptamer HTS	Efflux pump inh	Fam108B inh	MCL1-BIM inh	PME-1 primary	VLA-4 inh	GLD-1 RNA inh	Bcl-xL primary
O=C(C1=C[C@@H]2[C@H]3C(=O)N(c4ccccc4)C(=O)[C@H]3[C@@H](C(=O)c3ccc(Cl)cc3)N2C=C1)c1ccccc1	1.0	3	-0.8	0	-6	2	-38	0	9
O=C(COC(=O)c1cccs1)c1ccccc1	2.3	0	0.0	-1	5	1	19	1	5
COc1ccc(OC)c(NS(=O)(=O)c2ccc(-c3coc(C)n3)cc2)c1	0.1	0	-0.3	1	4	-2	-8	0	8
Cc1ccccc1C(=O)NCCCn1ccnc1	-0.4	1	-0.1	2	-3	-5	6	7	-3
CCN1CCN(CCNC(=O)Nc2ccc([N+](=O)[O-])cc2)CC1	1.6	0	-0.1	3	-4	-2	4	3	-2
COc1ccc(NC(=S)N2CCN(C/C=C/c3ccccc3)CC2)cc1	3.2	1	0.0	1	15	1	10	4	3
Cc1ccc2c(c1)C1CN(C)CCC1N2CC(=O)N(C)c1ccccc1 (stereo unspecified)	-1.4	0	0.1	2	-18	-3	6	1	-6
COc1ccc(CCNC(=O)c2ccc(CS(=O)(=O)c3ccc(Cl)cc3)o2)cc1OC	0.6	2	0.7	-2	6	-1	8	0	2
Cc1[nH]c2ccccc2c1SCC(=O)N1CCCCC1	0.2	0	-0.1	2	8	6	31	4	4
Cc1cc(C)n(/N=C/c2c[nH]c3ccccc23)c(=O)c1C#N	0.3	65*	-0.1	1	6	-1	21	-3	4
O=C(NCc1ccccn1)Nc1ccccc1C(F)(F)F	-2.6	2	0.0	5	-7	-2	-7	-2	2
COc1ccc(Cl)cc1NC(=S)N1CCCC1	-0.6	0	0.5	-3	-14	1	-6	-9	-12
CC[C@@H]1[C@H]2CCCC(=O)N3CC[C@@H](C[C@H]1O)[C@@H]23	0.1	3	0.0	-2	-1	-5	-10	11	3
COc1ccc(CCn2c(O)c(C3=c4ccccc4=NC3=O)sc2=S)cc1OC	3.2	0	0.1	-1	5	-2	-7	1	1
NNc1nc(-c2ccccc2)nc2sc3c(c12)CCCC3	1.2	0	3.2	3	-6	1	-11	-6	-5
CCOc1ncccc1C(=O)OCC(=O)NCc1cccs1	nt	2	-0.4	nt	nt	nt	11	3	nt
O=C(COc1ccccc1)c1cn(CC(=O)N2CCCC2)c2ccccc12	-2.8	0	0.0	-2	1	0	2	8	0
Nc1nc(-c2ccccc2)cs1	3.5	0	-0.1	1	4	-2	2	6	-2
Cc1ccccc1NC(=O)NCC1CCN(Cc2cccc(Cl)c2)CC1	0.3	0	0.7	-3	-2	-7	3	7	0
OCC[C@@H]1C[C@@H](O)[C@H](O)[C@]2(OCCCc3ccccc32)O1	-0.7	0	-0.1	4	3	5	20	10	4
COC(=O)Cn1c(=NC(=O)C(C)C)sc2c(C)cc(C)cc21	-0.9	3	0.0	1	-1	1	-9	4	-3
CCOc1ccccc1N(CC(=O)NC1CCCCC1)C(=O)c1nsc(Cl)c1Cl	-0.1	3	0.0	0	-6	-4	47	12	-2
O=C(CCc1ccccn1)N1CCCC(N2CCN(c3cccc(C(F)(F)F)c3)CC2)C1 (stereo unspecified)	-0.9	1	0.1	1	0	0	22	3	3
CCOCCCN(C)C1CCN(C(=O)c2oc3ccccc3c2NC(=O)Cc2ccc([N+](=O)[O-])cc2)CC1	-1.5	0	-0.3	-1	-2	5	9	-8	-2
O=C(CC1SC(N2CCCCC2)=NC1=O)Nc1cccc(C(F)(F)F)c1 (stereo unspecified)	-0.8	0	0.1	2	0	3	0	6	3
COc1ccc(CC(=O)NCC(=O)N/N=C/c2c[nH]c3ccccc23)cc1	-1.2	0	0.1	3	1	5	11	-2	4
CC(=C\c1ccco1)/C=C(\C#N)C(=O)NCCc1c[nH]c2ccccc12	-0.3	0	0.2	3	-28	13	-5	-3	-1
COc1ccc(C(C)=O)cc1CC(=O)NCCCn1ccnc1	4.2	0	0.0	-3	-5	-2	3	-7	-1
CSCC[C@H](NC(=O)[C@H](Cc1ccccc1)n1c(=O)[nH]c2ccccc2c1=O)C(=O)N1CCC[C@H]1C(=O)O	0.7	3	0.3	3	4	-8	-7	8	0
N#Cc1ccc(OCC(O)CN2CCC(C(O)(c3ccccc3)c3ccccc3)CC2)cc1 (stereo unspecified)	1.6	0	0.0	1	2	1	7	-4	3
CN1c2ccccc2C(O)=C(C(=O)Nc2ccccc2)S1(=O)=O	-0.7	0	0.0	-2	16	2	-13	10	13
CCN(CC)S(=O)(=O)c1ccc(N2CCOCC2)c(NC(=O)CC23CC4CC(CC(Br)(C4)C2)C3)c1	0.8	100*	0.8	1	8	-8	-36	4	6
Cc1ccc(NC(=O)CN2C(=O)COc3ccc(S(=O)(=O)N4CCCC4)cc32)c(C)c1	1.8	1	0.1	0	-4	2	18	4	18
Cc1cc(N2CCCCCC2)n2nc(C)c(-c3ccccc3)c2n1	1.2	1	-0.1	nt	nt	nt	-2	nt	nt
CNC(=O)/C(C#N)=c1\s/c(=C/C(=O)OC)c(=O)n1-c1ccccc1	1.0	0	0.2	0	-3	-13	5	-6	-4
CCOC(=O)c1sc(NC(=O)CN2C(=O)NC3(CC(C)CC(C)(C)C3)C2=O)c(C(=O)OCC)c1C (stereo unspecified)	1.7	0	1.2	-5	-20	-1	10	3	0
O=C(COC(=O)c1ccc(O)cc1)NCc1ccc2c(c1)OCO2	-1.0	0	-0.1	0	-8	-5	9	0	-4
O=C(O)CCCn1cc(NC(=O)COc2ccc(F)cc2F)cn1	0.4	0	0.0	0	3	-1	-14	9	7
CC(C)(C)OC(=O)C[C@H]1C/C=C\C[C@H](CC(=O)N(CCO)Cc2ccccc2)C(=O)NCCOC1=O	nt	3	0.1	nt	nt	nt	-26	0	nt
COc1ccc(NC(=O)c2cc(-c3ccc(C)o3)nc3ccccc23)c(OC)c1	-1.1	0	0.0	-1	7	1	-5	-2	11
Cc1ccc(Nc2ncnc3c2oc2ccccc23)cc1	-1.5	3	-0.1	0	5	0	-12	-7	1
O=C1C=C(c2ccc3[nH]ccc3c2)C[C@@H](c2ccc(Cl)cc2)C1	nt	2	0.4	nt	-2	-6	-18	0	-3
COc1ccccc1C(=O)NNC(=S)NC(=O)c1cc(OC)c(OC)c(OC)c1	1.4	0	-0.5	-2	-2	-2	7	0	-4
O=C(CSc1ncnc2c1oc1ccccc12)c1cccs1	0.8	0	0.0	-3	-5	1	4	-4	-5
Cc1cccc(C)c1NCc1n[nH]c(=S)n1-c1ccccc1	0.5	5	-0.1	1	-18	-4	-16	3	1
Cc1cc(C#N)c(C)c(SCc2[nH]nc3c2C(c2ccccc2)C(C#N)=C(N)O3)n1 (stereo unspecified)	-0.5	4	0.1	-1	-2	14	8	-8	-1
O=C(COC(=O)CSc1nnc(-c2ccc(Cl)cc2)o1)NCc1ccc2c(c1)OCO2	-0.1	2	-0.2	0	-4	-2	1	14	-3
CC(=O)N[C@@H](CC(=O)N[C@H](CCC(=O)O)C(=O)O)C(=O)O	nt	2	-0.1	-6	1	-9	35	-1	11
CC1CCN(C(=S)c2ccc3c(c2)OCO3)CC1	0.6	1	0.1	2	5	4	2	2	1
O=c1nc(Nc2ccc([N+](=O)[O-])cc2)[nH]c(=O)[nH]1	0.4	2	-0.1	-6	0	2	5	1	3
CCOc1ccc2nc(N3CCCN(C(=O)Nc4ccccc4C)CC3)c(C#N)cc2c1	-20	5	0.4	-1	49*	-6	3	42*	47*
Cc1ccc(SCCNC(=O)C(CO)(CO)CO)cc1	-0.5	0	0.1	4	6	2	-4	-4	2
CC(=O)c1ccc(OCCCC(=O)NC2CCC(C)CC2)cc1 (stereo unspecified)	-0.7	3	-0.2	-1	1	-6	-2	-5	3
CCN(Cc1ccccc1)C(=O)COc1cc(=O)n(CC)c2ccccc12	1.5	0	0.1	5	10	7	-1	5	3
O=C(c1cc(Cl)ccc1OCc1ccccc1)N1CCOCC1	2.8	2	-0.1	-1	6	3	18	0	3
CCC1=Nc2cc(C(=O)NCc3ccco3)ccc2Sc2ccc(Cl)cc21	0.6	7	0.1	-15	-4	-18	20	5	0
O=C(CCC1CCCCC1)NCc1cccs1	-1.4	2	0.0	-2	4	6	-3	7	3
NC(=O)c1cc2ccc(O)cc2oc1=NCc1ccccc1	?	0	0.2	-3	151*	-5	-2	95*	129*
O=C(O)c1cc(/C=C/c2ccc(N3CCOCC3)cc2)nc2ccccc12	nt	24	0.2	12	21	-97	-243	7	22
Brc1ccc(-c2noc3c2-c2nc(C4CCCCC4)sc2CC3)cc1	-2.0	0	0.0	3	8	1	-4	-6	2

Next records follow.
SMILES	MEX-5 binding	GRK2 aptamer HTS	Efflux pump inh	Fam108B inh	MCL1-BIM inh	PME-1 primary	VLA-4 inh	GLD-1 RNA inh	Bcl-xL primary
Cc1cc(CNC(=O)C2(C(F)(F)F)C/C(=C\Cc3ccccc3)CCCO2)nn1C (stereo unspecified)	2.4	0	-0.1	-2	2	-1	9	2	7
OC1(c2cccs2)CN(c2ccc(Br)cc2)C2=[N+]1CCCS2 (stereo unspecified)	-2.7	0	-0.2	1	9	-1	3	2	7
COc1ccc(CCNC(=O)c2cc3ccccn3n2)c(OC)c1OC	-1.1	0	-0.1	9	4	-1	-6	3	-1
NC(N)=Nc1nc2ccc(Br)cc2c(=O)[nH]1	2.2	0	0.0	1	-7	1	27	-4	3
COCCNc1ncnc2c1cnn2-c1ccc(Cl)cc1	0.4	0	0.2	-6	-2	0	-3	-1	-1
CC12CCC(C(=O)NCCCn3ccnc3)(OC1=O)C2(C)C (stereo unspecified)	-0.2	0	0.3	0	-2	4	-12	4	-5
O=S(=O)(NCC1CN(S(=O)(=O)c2c(F)cccc2F)C1)c1ccc2c(c1)OCCO2	nt	0	-0.2	nt	2	10	1	-6	5
COC(=O)C1CCN(S(C)(=O)=O)CC1	2.4	3	0.0	-2	6	1	0	4	2
COc1ccc(C)cc1S(=O)(=O)N1CCC(C(=O)NCCC2=CCCCC2)CC1	-0.2	0	0.0	1	-1	6	-1	3	0
Cc1cccc(N2CCN(S(=O)(=O)c3ccc4[nH]c(=O)c(=O)[nH]c4c3)CC2C)c1 (stereo unspecified)	0.7	1	0.1	-2	-4	-2	-2	0	0
O=C(CN1C(=O)C2CC=CCC2C1=O)Nc1ccc(S(=O)(=O)Nc2ncccn2)cc1 (stereo unspecified)	0.5	2	0.0	-3	-5	-2	3	6	-4
Cc1nc(C)n(CC(=O)c2ccc(Cl)cc2Cl)n1	1.5	3	0.0	0	3	-3	12	1	-2
N/C(=N\OC(=O)c1cc(-c2ccccc2)nc2ccccc12)c1ccccn1	-0.6	0	0.1	-9	-2	-2	7	1	2
CCOC(=O)N1CCN(c2nnc(-c3ccc(C)cc3)c3ccccc23)CC1	0.9	1	0.1	6	7	3	9	-2	5
CCCc1nnc(SCC(=O)Nc2ccc3c(c2)OCCO3)n1CCOC	-0.4	1	0.0	-2	-3	7	3	4	-5
Cc1ccc(OCC(O)CN2CCN(CC(O)COC(C)C)CC2)c(C(C)(C)C)c1 (stereo unspecified)	-1.4	0	0.1	-3	9	6	-2	3	1

Assay outcomes from PubChem BioAssay.
